From PubChem
B2AR arrestin: qHTS assay of beta-arrestin-biased ligands of beta2-adrenergic receptor. hit rate 0.02% among 330,000. Beta-2 adrenergic receptor (Homo sapiens), P07550. Potency, µM (titrated, usually from 46.1 µM), for the others: at the highest dose activation, usual class: activators. beta-arrestin recruitment to beta2AR, cell-based reporter. AID 492947, 2010;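 also: potency is read from the fitted curve at half-maximal effect; 0% = DMSO controls and full agonism = EC100 isoproterenol or metaproterenol; nearly all actives have a fitted effect of over 65% in size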
Target sequence (P07550 whole entry, looked up): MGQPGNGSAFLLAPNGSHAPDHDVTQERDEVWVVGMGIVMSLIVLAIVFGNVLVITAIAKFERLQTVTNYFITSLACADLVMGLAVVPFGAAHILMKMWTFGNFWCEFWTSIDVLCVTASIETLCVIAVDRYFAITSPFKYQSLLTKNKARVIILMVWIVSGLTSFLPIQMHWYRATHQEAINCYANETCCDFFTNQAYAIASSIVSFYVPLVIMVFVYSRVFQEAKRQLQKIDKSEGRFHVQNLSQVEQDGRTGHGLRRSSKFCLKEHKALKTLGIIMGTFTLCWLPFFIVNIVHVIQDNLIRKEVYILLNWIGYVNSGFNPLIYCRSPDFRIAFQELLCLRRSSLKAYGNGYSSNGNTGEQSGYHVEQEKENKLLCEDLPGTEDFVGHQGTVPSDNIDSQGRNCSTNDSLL
Eya2 inh: qHTS Assay for Inhibitors of the Phosphatase Activity of Eya2. recombinant Eya2, OMFP fluorescence dephosphorylation (OMFP is methylfluorescein phosphate). Potency, µM (highest dose often 76.9 µM), for the others: top-dose activity, negative = inhibition, hits mostly inhibitors. hit rate 0.006% among 330,000. AID 488837, 2010; also: potency is read from the fitted curve at half-maximal effect; % is scaled to controls: 0 for no effect and ±100 for the full control effect
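Eya2 protein (added as 0.2 uM solution) was preincubated with compound for 10 min at ambient temperature in 50 mM HEPES pH 7.5, 50 mM NaCl, 5 uM MgCl2, 0.05% BSA, 1 mM DTT. OMFP (added at 50 uM) then reacted 10 min; fluorescence read at 485/525 nm.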
ELG1 genotoxic: qHTS screen for small molecules that induce genotoxicity in human embryonic kidney (HEK293T) cells expressing luciferase-tagged ELG1 | HEK293T ELG1-luciferase reporter, luminescence, 16 h | Potency, µM (doses to about 46 µM), for the others: at the highest dose activity change, positive = activation, usual class: activators | hit rate 1.3% among 330,000; also: potency is read from the fitted curve at half-maximal effect; % of control where 0% means no effect; nearly all actives have a fitted effect of over 60% in size
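ELG1-luciferase HEK293T cells, 2,000/well; compound pinned in; 16 hr, 37 °C, 5% CO2; ONE-Glo, 30 min RT; luminescence on CCD imager.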
BRCA1 expr up: qHTS Assay to Identify Small Molecule Activators of BRCA1 Expression; MCF7-BRCA1-FFLuc reporter, luminescence, 48 h; response scale: scaled: vehicle 0%, 10 µM genistein 100%; Potency, µM (series often up to 46.1 µM), inactives show top-dose activation, hits mostly activators; hit rate 1.1% among 380,000; AID 624202, 2012; also: potency is read from the fitted curve at half-maximal effect; nearly all actives have a fitted effect of over 80% in size; some results filed as inactive show a strong effect at the top dose
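Compounds are tested at multiple concentrations on MCF7 BRCA1-luciferase reporter cells seeded at 2000 per well; after 48 h, a single luminescence end-point is taken and curves fitted to the normalized data.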
p53 reactivator: qHTS assay for re-activators of p53 using a Luc reporter. hit rate 0.063% among 320,000. Potency, µM (doses to about 92.2 µM), inactives show at the top dose activity change, positive = activation, most hits filed as activators. H1299 p53-A138V BP100-luciferase reporter, luminescence, 24 h. AID 504706, 2011; also: potency is read from the fitted curve at half-maximal effect; % of control where 0% means no effect; nearly all actives have a fitted effect of over 45% in size
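p53-null H1299 cells stably carrying temperature-sensitive p53-A138V and a BP100-luciferase reporter were pinned with compounds (4-point, 1:5 series) and held 24 hrs at 37 deg C. Luminescence was read 10 min after detection reagent.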
Integrin act MD: qHTS for Activators of Integrin-Mediated Alleviation for Muscular Dystrophy | hit rate 0.064% among 350,000 | Potency, µM (doses to about 38.3 µM), inactives show at the highest dose activation, hits mostly activators | alpha7betagal myoblasts, beta-gal FDG fluorescence, 48 h;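 also: potency is read from the fitted curve at half-maximal effect; 100% = response of the positive control SU9516; nearly all actives have a fitted effect of over 60% in size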
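Alpha7betagal+/- myoblasts (passage 13) were plated 16-24 hr, then exposed to compounds (1:260 dilution of DMSO stock) for 48 hours at 37C. After MPER lysis, β-galactosidase reporter activity was read as FDG fluorescence (ex 480/em 540) after 30 minutes.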
PTAP TSG101 blk: qHTS Assay for Iinhibitors of HIV-1 Budding by Blocking the Interaction of PTAP/TSG101 | 340,000 tested, under 10 active | Fluorescence polarization, FITC-PTAP peptide / Tsg101 binding | Potency, µM (series often up to 115 µM), inactives show at the highest dose activity change, negative = inhibition, usual class: inhibitors | Tumor susceptibility gene 101 protein (Homo sapiens), Q99816; active = well fitted inhibition curve with a large enough effect in the main read-out, with a control signal flat, not every such curve was filed as active; inconclusive = small, poorly fitted or top-dose-only effect, or effect the other way, or a change in a side signal; inactive = no such curve, though single readings can be large or run the other way; also: potency is read from the fitted curve at half-maximal effect; % of control where 0% means no effect
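Fluorescence anisotropy tracks displacement of a FITC-tagged PTAP peptide (50 nM) from the Tsg101 binding domain (10 uM), following a 20 min room-temperature incubation at pH 7.5.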
uPA surface inh: qHTS for Inhibitors of Cell Surface uPA Generation. hit rate 0.31% among 330,000. Potency, µM (top dose mostly 38.3 µM), without a hit: at the top dose activity change, negative = inhibition, most hits filed as inhibitors. cell surface uPA generation assay, qHTS; active = well fitted inhibition curve with a large enough effect; inconclusive = small, poorly fitted or top-dose-only effect; inactive = no such curve, though single readings can be large or run the other way; tested in mouse RAW 264.7 cells; also: potency is read from the fitted curve at half-maximal effect; % is scaled to controls: 0 for no effect and ±100 for the full control effect; nearly all actives have a fitted effect of over 55% in size
ASM inhibitor: Inhibitors of Secretory Acid Sphingomyelinase (S-ASM): qHTS. placental ASM, HMU-PC fluorogenic substrate, 60 min. Potency, µM (doses to about 57.5 µM), for the others: at the highest dose activity change, negative = inhibition, actives largely listed as inhibitors. hit rate 0.006% among 340,000; also: potency is read from the fitted curve at half-maximal effect
Target sequence (P17405 47-631 limits assumed): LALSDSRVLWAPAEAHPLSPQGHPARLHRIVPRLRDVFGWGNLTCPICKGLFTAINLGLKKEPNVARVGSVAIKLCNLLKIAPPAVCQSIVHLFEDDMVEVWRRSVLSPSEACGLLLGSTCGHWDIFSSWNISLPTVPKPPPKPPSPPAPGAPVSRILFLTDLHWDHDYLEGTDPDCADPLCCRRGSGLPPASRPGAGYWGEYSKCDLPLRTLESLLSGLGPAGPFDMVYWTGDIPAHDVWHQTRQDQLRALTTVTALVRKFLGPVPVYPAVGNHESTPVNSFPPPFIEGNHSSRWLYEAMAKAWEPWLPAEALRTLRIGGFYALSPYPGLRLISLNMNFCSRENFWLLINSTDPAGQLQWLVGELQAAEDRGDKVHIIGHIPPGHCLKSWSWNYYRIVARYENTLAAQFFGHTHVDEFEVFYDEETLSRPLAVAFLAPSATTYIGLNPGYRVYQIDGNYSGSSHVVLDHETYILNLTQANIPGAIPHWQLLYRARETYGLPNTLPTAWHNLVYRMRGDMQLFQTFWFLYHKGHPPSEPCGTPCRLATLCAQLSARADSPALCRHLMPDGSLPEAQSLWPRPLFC
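Steps: dispense placental human ASM, pin compound, wait 10 min at room temperature, add HMU-PC0 substrate at 9 uM final, incubate 60 min at 37 °C, add stop solution raising pH to 10, read fluorescence.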
TRPV1 ag: HTS Assay for Compounds that Act as Agonists of the Vanilloid Receptor 1 | Transient receptor potential cation channel subfamily V member 1 (Homo sapiens), Q8NER1 | TRPV1-expressing cells, Fluo-8 calcium influx, agonist mode | activation, % at 8.33 µM | hit rate 0.19% among 320,000 | AID 540275, 2011; in the data active = activation above about 80%; inconclusive = between about 30% and that limit; also: 0% is about no effect
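Fluo-8 calcium influx in TRPV1-expressing cells, kinetic read (ex 480/em 520 nm). Compound added and read 3 min for agonist activity, followed by capsaicin at EC20 final and 2 min further read for enhancement.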
USP2a inh: qHTS Assay for Inhibitors of Ubiquitin-specific Protease USP2a Using CHOP2 as the Reporter; USP2 core, Ub-CHOP2 coupled fluorogenic reporter, 485/531; Potency, µM (series often up to 38.3 µM), inactives show top-dose activity change, negative = inhibition, usual class: inhibitors; hit rate 0.01% among 330,000; AID 463254, 2010;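 also: potency is read from the fitted curve at half-maximal effect; plate controls were DMSO wells for no effect and full inhibition by NEM control for full effect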
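USP2 core (10nM final) preincubated 30min RT with compound in 20mM Tris-HCl pH 8.0, 2mM CaCl2, 2mM beta-mercaptoethanol, 0.05% CHAPS; 25nM Ub-CHOP2 plus 25nM reporter substrate added, fluorescence (Ex485/Em531) read after 60min.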
* marks the source's active call; other numbers are inactive results; ? = inconclusive; · = not tested or not shown; & = joins results of further samples; [ ] = remark or other dose. Unless noted, calls follow the shape of the dose curve; as a rule, active = well fitted curve in the direction sought with a large enough effect; inconclusive = small, poorly fitted or top-dose-only effect, or another doubt; inactive = no such curve, though single readings can be large; an effect the other way counts as inactive or inconclusive.

mol	B2AR arrestin	Eya2 inh	ELG1 genotoxic	BRCA1 expr up	p53 reactivator	Integrin act MD	PTAP TSG101 blk	uPA surface inh	ASM inhibitor	TRPV1 ag	USP2a inh
O=C(OCc1csc(-c2ccccc2)n1)C1=NN(c2ccccc2)C(=O)CC1	0.1%	14%	9%	35%	?	?	-2%	?	-8%	3	3%
CN1CCc2cccc3c2[C@H]1Cc1ccc(O)c(O)c1-3	?	-33%&4%&3%	-5%&-8%&-6%	-63%&-73%&-77%	-23%&-5%&-11%	·	1%&-5%&0%	?	8%&5%&2%	20&12	-1%&0%&-1%
CCN(CCCNC(=O)c1[nH]c(C)c(C(C)=O)c1C)c1cccc(C)c1	-0.9%	14%	-2%	-44%	-5%	-24%	-1%	-2%	0%	?	-4%
Cc1ccc(S(=O)(=O)NCCC(=O)NNC(=O)C2COc3ccccc3O2)cc1 (stereo unspecified)	-0.3%	3%	-4%	-4%	-1%	-1%	-4%	16%	·	3	-5%
O=C(Oc1ccc(OC(=O)c2ccncc2)cc1)c1ccncc1	·	·	·	4%	·	0%	0%	-12%	3%	·	·
COc1ccccc1CN1CC(C(=O)N2CCCCO2)CCC1=O (stereo unspecified)	-0.3%	-5%	?	?	18%	-2%	-6%	-2%	4%	0	3%
Cc1ccc(-c2cn(C[C@H]3CC[C@@H]([C@@H]4CC[C@H](Cn5cc(-c6ccc(C)cc6)nn5)O4)O3)nn2)cc1	0.3%	16%	-1%	-56%	12%	-9%	-2%	1%	1%	0	0%
O=C(N/N=C/c1ccccc1O)C1CC(=O)N(c2ccc(Cl)cc2)C1 (stereo unspecified)	0.1%	-5%	?	-63%	32µM*	-6%	0%	?	269%[activator]	?	-1%
CCN(CC)C(=O)Cn1cc(C(=O)C(=O)N2CCN(c3ccc([N+](=O)[O-])cc3)CC2)c2ccccc21	0.2%	13%	-13%	-31%	-12%	-47%[inhibitor]	-4%	-7%	-16%	2	-3%
CCCC(=O)Nc1cc(S(=O)(=O)N2CCOCC2)ccc1N1CCCCC1	0.3%	4%	-3%	-19%	-2%	-5%	0%	7%	-3%	·	0%
CCC(C)NC(=O)C1CCN(S(=O)(=O)c2ccc(-n3cnnn3)cc2)CC1 (stereo unspecified)	-0.4%	-16%	-2%	0%	1%	6%	-2%	2%	0%	1	3%
COC(=O)c1sc2nc3c(cc2c1N)CCCC3	-1.1%	-7%	?	?	10%	?	0%	-8%	·	10	1%
CCc1nc(Nc2ccccc2O)c2oc3ccccc3c2n1	0.3%	-8%	0%	-62%	-3%	-8%	1%	17%	-4%	-2	4%
CCCc1cc(=O)oc2cc(C)cc(OCC(=O)NC(Cc3ccc(Cl)cc3)C(=O)O)c12 (stereo unspecified)	0.1%	1%	7%	0%	·	22%	-2%	-2%	12%	1	4%
COc1ccc(N2CCN(C(=O)C3CCN(C(=O)c4ccc([N+](=O)[O-])cc4)CC3)CC2)cc1	4.9%	-5%	-10%	-6%	24%	-3%	-3%	-4%	0%	1	-2%
O=C(NCc1ccccn1)C1CCN(S(=O)(=O)c2cccs2)CC1	0.3%	14%	0%	-1%	-4%	-13%	0%	·	4%	1	3%
CC(=O)c1ccc2c(c1)N(C)c1ccccc1S2	-0.2%	-3%	0%	11%	9%	22%	-1%	5%	-11%	28	-4%
CC(C)Oc1ccc(C2CC(=O)N(c3ccc(C(=O)O)cc3)C2=O)cc1 (stereo unspecified)	-1.0%	1%	0%	1%	4%	2%	0%	3%	2%	-3	-3%
Cc1nn(C(C)C(=O)NCc2ccccc2Cl)c(=O)c2c1sc1ccccc12 (stereo unspecified)	-1.8%	7%	-5%	0%	-1%	-40%	-8%	-2%	-12%	10	4%
COc1ccc(S(=O)(=O)Nc2cc3c4c(oc3c3ccccc23)CCCC4=O)cc1	0.5%	3%	2%	-85%	6%	-25%	-3%	-11%	-23%	3	-13%
CN(Cc1ccccc1)C(=O)CN(Cc1ccccc1)S(C)(=O)=O	1.0%	0%	0%	2%	3%	25%	0%	-2%	2%	5	1%
COc1ccc(NC(=O)c2ccc(CN3CCc4ccccc4C3)cc2)cc1OC	-0.8%	0%	3%	0%	-27%	0%	-1%	-21%	-2%	6	0%
CN1C(=S)SC(C)(C)C1N(O)C(=O)Nc1ccc(Cl)cc1 (stereo unspecified)	-0.6%	0%	0%	0%	5%	-12%	-5%	3%	0%	?	0%
Cc1cccc(NC(=O)CCNC(=O)c2ccc(Br)cc2)c1C	0.3%	3%	2%	-4%	-3%	?	0%	-3%	-2%	-1	1%
Cc1ccc(NC(=O)CC(C)c2ccccc2)cc1S(=O)(=O)N1CCOCC1 (stereo unspecified)	0.0%	-7%	-4%	-35%	-3%	19%	-1%	-7%	-3%	·	3%
CCC(=O)c1cn(CC(=O)Nc2cccc(C)c2)c2ccccc12	4.1%	-13%	1%	0%	·	21%	-6%	-5%	4%	1	1%
COC(=O)c1ccccc1NC(=O)c1ccc(F)cc1	-0.3%	2%	-4%	0%	7%	8%	-5%	-1%	-1%	2	-2%
C=CC[C@]12C=C(OC)C(=O)C(OC)=C1O[C@@H](c1ccc3c(c1)OCO3)[C@H]2C	·	·	·	-5%	·	-3%	1%	-15%	2%	·	·
S=c1nccc(-c2cccs2)[nH]1	-0.4%	6%	1%	-12%	-2%	-78%[inhibitor]	0%	3%	3%	2	-2%
CCOCCCNC(=O)C(c1ccc(OC)cc1)N(Cc1ccc2c(c1)OCO2)C(=O)CNC(C)=O (stereo unspecified)	-1.0%	-11%	2%	0%	6%	12%	3%	2%	0%	-2	-1%
Cc1ccccc1-c1nc(CS(=O)(=O)CC(=O)NCCCN2CCN(C)CC2)c(C)o1	-1.5%	10%	7%	16%&3%	0%	-8%	-1%	2%	14%	-1	3%
COCCn1c(-c2ccc3ccccc3c2)nc2c1c(=O)[nH]c(=O)n2CC(C)C	0.4%	5%	1%	-25%	-14%	0%	-5%	-3%	48%[activator]	?	-1%
O=C(c1ccco1)N1CCN(C(=O)c2cccs2)CC1	-0.3%	-5%	0%	-13%	-3%	8%	-5%	18%	5%	-1	0%
O=C(c1cc([N+](=O)[O-])cc([N+](=O)[O-])c1)N(Cc1nnc(-c2ccccc2Cl)o1)C1CC1	0.2%	-10%	-5%	-27%	5%	-18%	3%	-7%	-5%	-7	-4%
COc1cccc(NC(=S)N(Cc2cccc(Br)c2)CC2CCC(C(=O)O)CC2)c1 (stereo unspecified)	-0.2%	-2%	2%	0%	2%	28%	-1%	0%	-1%	-4	-1%
COc1cc2[nH]c(C(=O)N(C)C3CCS(=O)(=O)C3)cc2c(OC)c1OC (stereo unspecified)	-0.9%	-4%	5%	-6%	1%	29%	-3%	-2%	-2%	0	3%
CC(C)NCCCOc1ccc(Cl)cc1Br	-0.2%	33%	-4%	-30%	-19%	-65%[inhibitor]	-8%	9%	-1%	-11	6%
Cc1ccc(S(=O)(=O)NCC(=O)NCC(=O)N(C)Cc2ccc3ccccc3c2)cc1C	-0.7%	-1%	-31%[inhibitor]	-45%	-8%	?	1%	-5%	-3%	-3	-6%
Cc1ccc(/C=N/Nc2cccc3cccnc23)c(O)c1	0.1%	16%	?	53%	?	12%	-1%	·	-1%	2	6%
COc1ccc(-c2nnc(SCc3nc4ccccc4c(=O)[nH]3)o2)cc1	0.2%	-17%	?	63%	15%	25%	0%	-7%	-1%	·	9%
COc1ccc(NC(=O)C(=O)NCCCn2ccnc2)cc1	0.2%	-2%	1%	9%	0%	7%	-1%	-12%	-5%	0	-1%
Cc1ccc(OCCN2CCN(C(=O)CCC(=O)Nc3nnc(C)s3)CC2)cc1	0.0%	2%	0%	-31%	22%	16%	-3%	2%	3%	-4	3%
COc1cc(/C=C/C(=O)OCC(=O)N2CCOCC2)ccc1OCC#N	0.0%	-9%	0%	-24%	6%	-10%	-1%	3%	-2%	-4	-1%
